From PubChem BioAssay
CD40 NFkB inh: CD40 pathway inhibition in BL2 cells; AID 1053188; BL2 NF-kB luciferase reporter, CD40L-induced, 4 h; hit rate 0.94% among 83,000; inhibition, % at 10 µM;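 active = mean inhibition of at least 50% with a set share of replicates also reaching that level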;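 note: 0% = neutral control wells and 100% = IKK inhibitor VII at 50 µM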
Active calls of the source: *; [ ] = remark or other dose. A portion of the library (hit frequency here may not be typical).

item	structure	CD40 NFkB inh
1	Cc1cc(Br)c(NC(=O)CN(C)CCOc2ccccc2)c(Br)c1	-2
2	CO[C@@H]1CN(C)C(=O)c2ccc(NC(=O)C3CCCC3)cc2OC[C@H](C)NC[C@H]1C	-6
3	CCCCN(C)CCCNC(=O)c1ccc2c(c1)NC(=O)C(N1CCOCC1)S2 (stereo not given)	16
4	Cc1nc2ccccn2c1C(=O)NCC(C)C	9
5	CCC(=O)NC[C@@H]1[C@H](c2ccccc2)[C@@H](CO)N1C(=O)C1CC1	1[25 µM]
6	CCN1CCc2nc3ccccc3c(C(=O)Nc3ccc(F)cc3)c2C1	5
7	CC(=O)N(CC(=O)Nc1sc(C)c(C)c1C(N)=O)Cc1ccccc1	0
8	COc1ccc(OC)c(C=Cc2ccc([N+](=O)[O-])cc2)c1	-9
9	O=C(CN1C(=O)NC2(CCCC2)C1=O)Nc1nc(-c2ccccc2)cs1	9
10	Cc1noc(C)c1COC(=O)COc1cccc2c1OC(C)(C)C2	14
11	O=C(Nc1ccc(NC(=O)c2ccco2)cc1)c1ccc2c(c1)OCCO2	-5
12	COC(=O)c1cc(Cl)nc2ccccc12	14
13	OCCC1CN(Cc2cnc(-c3ccccc3)s2)CCN1C1CCCC1 (stereo not given)	4
14	Cc1ccc(CC(=O)NNC(=O)c2cccs2)cc1C	-11
15	Cc1csc(N)n1	-3
16	O=C(C1CC(=O)N(c2ccc(Cl)cc2)C1)N1CCC(c2nc3ccccc3[nH]2)CC1 (stereo not given)	13
17	CC(C)=CCCC(C)NC(=O)NC1CCCCC1 (stereo not given)	-5
18	Cc1onc(-c2ccccc2)c1C(=O)Nc1sc2c(c1C#N)CCC2	6
19	CCOC(=O)/C(C#N)=C1\CC2CCC1(C)C2(C)C (stereo not given)	6
20	COc1cc2c(cc1[N+](=O)[O-])-c1ccccc1C2	-34
21	CC(=O)OCC(=O)C1(O)CCC2C3CCC4=CC(=O)CCC4(C)C3(Cl)C(O)CC21C (stereo not given)	62*
22	O=c1[nH]c(CS(=O)(=O)c2ccccc2)nc2ccccc12	3
23	Cc1cc(NC(=O)COC(=O)C2CSC3(C)CCC(=O)N23)ccc1Br (stereo not given)	5
24	Cc1noc(C)c1NC(=O)Nc1ccc2c(c1)C(=O)N([C@@H](C)CO)C[C@H](C)[C@H](CN(C)S(=O)(=O)c1cccs1)OCCCC[C@H](C)O2	-9[25 µM]

CD40 NFkB inh: hit marks shown above
item	structure	CD40 NFkB inh
21	CC(=O)OCC(=O)C1(O)CCC2C3CCC4=CC(=O)CCC4(C)C3(Cl)C(O)CC21C (stereo not given)	62*

Going on with the list.
item	structure	CD40 NFkB inh
25	COc1ccc([N+](=O)[O-])cc1NC(=O)C(C)OC(=O)C1CCC1 (stereo not given)	3
26	COc1ccc(NC(=O)N(C)C[C@H]2OCc3ccccc3-c3ccccc3C(=O)N([C@H](C)CO)C[C@H]2C)cc1	-10
27	Cc1oc2ccc(OC(=O)c3cccs3)cc2c1C(=O)OC(C)C	-54
28	O=C(NCc1ccco1)C1CCCN(c2nnc(-n3cccc3)s2)C1 (stereo not given)	-4
29	Cc1cc(C)n2c(SCc3c(C)noc3C)nnc2n1	7
30	O=C(COC(=O)C1CC1)c1c[nH]c2ccccc12	-9
31	COc1ccc(Cc2nnc(NS(C)(=O)=O)s2)cc1	3
32	C[C@H](CO)N1C[C@H](C)[C@@H](CN(C)Cc2ccc3c(c2)OCO3)OCc2ccccc2-c2c(n(C)c3ccccc23)C1=O	17[25 µM]
33	COCCN(CC(=O)Nc1cccc(C)c1C)C(=O)c1ccc(S(=O)(=O)N2CCOCC2)cc1	6
34	CCN(CC)CC(C)OC(=O)c1ccccc1Cl (stereo not given)	10
35	O=C(c1cc(-c2cccs2)on1)N1CCCc2ccccc21	-19
36	CCOC(=O)C1CCN(C(=O)COC(=O)/C=C/c2ccccc2)CC1	-1
37	O=C(NC1CCCC1)N1CCCCN2[C@@H](CO)[C@@H](c3ccc(-c4cccnc4)cc3)[C@@H]2C1	5[25 µM]
38	CC(=O)Nc1ccccc1OCc1nnc(-c2cccs2)o1	-3
39	CCNC(=O)C[C@H]1CC[C@@H]2[C@H](COC[C@@H](O)CN2C(=O)c2ccccn2)O1	-2[25 µM]
40	COC1(C2=NCCN2)COc2ccccc2O1 (stereo not given)	2[25 µM]
41	Cc1ccc(/C=N/NC(=O)c2nc3nc(C)cc(C)n3n2)cc1	-7
42	O=C(c1ccccc1Cc1ccccc1)N1CCN(S(=O)(=O)c2ccccc2F)CC1	9
43	CCCNC(=O)N1C[C@H]2[C@@H](c3ccccc31)[C@H](CO)N2C(=O)CN1CCOCC1	-2[25 µM]
44	O=C(Nc1ccc(F)cc1F)c1cccc(S(=O)(=O)N2CCCCC2)c1	4
45	CCOc1cc(C(=O)N(Cc2ccccc2)c2ccc(C)cc2)ccc1OCC(=O)N1CCOCC1	-1
46	O=C(O)c1ccc(S(=O)(=O)NC2CCCCCC2)cc1	3
47	COc1ccc2c3c(n(C)c2c1)[C@H](CO)N(CC1CC1)CC31CCN(C(=O)c2cccc(F)c2)CC1	0[25 µM]
48	COc1ccc(C(=O)COC(=O)C2CCC(=O)N2)cc1 (stereo not given)	3
49	CCCC(=O)N1CCC2(CC1)CN(C(C)=O)[C@H](CO)c1c2c2ccc(OC)cc2n1C	-2[25 µM]
50	O=C(COC(=O)/C=C/c1ccc(Br)o1)Nc1ccc2[nH]c(=O)[nH]c2c1	-12
51	CCCNC(=O)COC(=O)CCC(=O)c1cccs1	8
52	CCCCn1c(N)c(N(CCOC)C(=O)COC(=O)COc2c(C)cccc2C)c(=O)[nH]c1=O	19
53	O=C(CCN1CCCCC1)N[C@@H]1CC[C@@H](CCn2cc(-c3cccc(F)c3)nn2)O[C@@H]1CO	11[25 µM]
54	O=C(Cn1cnc2ccccc21)Nc1cccc(S(=O)(=O)N2CCCC2)c1	38
55	CC(N=C1NS(=O)(=O)c2ccccc21)C(=O)NCc1ccc2c(c1)OCO2 (stereo not given)	-25
56	CCCN(CC(=O)Nc1ccc(F)c(F)c1F)C(=O)CN1C(=O)NC2(CCCCC2)C1=O	-4
57	O=C(c1cccnc1)n1nc(NCc2ccccc2)nc1NCc1ccccc1	7
58	COc1ccc(C(=O)COC(=O)CNC(=O)c2ccc(Cl)cc2Cl)c(OC)c1	6
59	CCCN1C(=O)C(NC(C)=O)c2ccccc21 (stereo not given)	-15
60	COc1cccc(-c2cnc(C(O)c3cc(C)cc(C)c3)[nH]2)c1 (stereo not given)	31
61	C[C@H]1CN([C@@H](C)CO)C(=O)CCCn2nncc2CO[C@H]1CN(C)C(=O)Nc1ccc2c(c1)OCCO2	-13[25 µM]
62	O=C(COc1ccccc1Cl)N1N=C(c2cccs2)CC1c1ccco1 (stereo not given)	-20
63	CCCN(CCC)CCCNC(=O)c1cc2c(=O)[nH]c3ccccc3c2n1C	5
64	CN1CCN(c2ccc(NC(=O)CN3CCOCC3)cc2F)CC1	5
65	COc1ccc(/C=C/C(=O)NC(=S)Nc2cc([N+](=O)[O-])ccc2O)cc1OC	-1
66	C[C@@H]1CCCCO[C@H](CN(C)CC2CCCCC2)[C@@H](C)CN([C@H](C)CO)C(=O)c2cc(NC(=O)Nc3ccc(C(F)(F)F)cc3)ccc2O1	18[25 µM]
67	CCC(=O)Nc1ccc2ccccc2c1	-19
68	CCCCn1c(SCC2CCCO2)nc2cc(S(N)(=O)=O)ccc21 (stereo not given)	-7
69	CCOC(=O)c1c(C)[nH]c(C(=O)OCC(=O)NCCc2ccc(OCC)c(OCC)c2)c1C	1
70	CN(C)C(=O)c1ccc(-c2ccc([C@@H]3[C@H](CO)N4CCCCN(C(=O)C5CC5)C[C@@H]34)cc2)cc1	-2[25 µM]
71	COc1cc(OC)c(OC)cc1/C=C/c1ccnc2ccccc12	-1
72	CC(=O)N1[C@H](C(=O)Nc2ccccc2)[C@@H](CO)[C@@H]2Cn3c(ccc(C4=CCCCC4)c3=O)[C@@H]21	-2[25 µM]
73	CCCNC(=O)N1[C@@H]2CNC[C@H]1C2c1ccc(-c2ccccc2F)cc1 (stereo not given in full)	-6[25 µM]
74	COc1ccc(CNC(=O)C[C@@H]2C=C[C@H](NC(=O)c3cccc(F)c3)[C@H](CO)O2)cc1	6[25 µM]
75	COC(=O)C[C@H]1CC[C@H]2[C@@H](COC[C@H](O)CN2S(=O)(=O)c2ccccc2OC)O1	-18[25 µM]
76	CC(=O)N1[C@H](CO)[C@@H]2c3ccccc3N(S(=O)(=O)c3ccccc3C)C[C@@H]21	8[25 µM]
77	COc1ccccc1C(=O)N1C[C@H]2[C@@H](c3ccccc31)[C@@H](CO)N2C(=O)Cc1ccccc1	1[25 µM]
78	Cc1ccc(NC(=O)Cn2nnc3ccccc3c2=O)cc1	-23
79	N#C[C@@H]1[C@H](c2ccc(C#Cc3ccccc3F)cc2)[C@H](CO)N1C(=O)C1CCC1	-1
80	COc1ccccc1NC(=O)C1CCN(c2ncnc3c2nc2n3CCCCC2)CC1	-5

Some values from the results shown:
COc1ccc([N+](=O)[O-])cc1NC(=O)C(C)OC(=O)C1CCC1 (stereo not given) | CD40 NFkB inh: 3
CCC(=O)Nc1ccc2ccccc2c1 | CD40 NFkB inh: -19

The list goes on.
item	structure	CD40 NFkB inh
81	CNC(=O)c1ccsc1NC(=O)c1sc2ccccc2c1Cl	-162
82	O=[N+]([O-])c1ccc(C[n+]2cccc3ccccc32)cc1	13
83	c1cncc(-c2csc(-c3cccnc3)n2)c1	-29
84	CCOC(=O)c1c[nH]c2nc(C)ccc2c1=O	-4
85	CN(C)C(=O)c1cccc(-c2ccc([C@H]3[C@@H](C#N)N(C(=O)C4CCCCC4)[C@H]3CO)cc2)c1	12
86	O=C(Cn1cnc2ccccc21)Nc1ccccc1-c1ccccc1	5
87	COc1ccc2c3c(n(C)c2c1)[C@H](CO)N(Cc1ccncc1)CC31CN(C(=O)C2CCCCC2)C1	7[25 µM]
88	COCc1cc(C)nc(NC2CCCCC2)c1C#N	6
89	COc1ccc(NS(=O)(=O)Cc2ccccc2Cl)cn1	7
90	COC(=O)[C@H](CCSC)NC(=O)Nc1ccc(OC)cc1OC	13
91	CCn1ncc(Br)c1C(=O)Nc1ncc(C)s1	-19
92	CN(C)C(=O)c1ccc(Cl)cc1[N+](=O)[O-]	5
93	CCCC#Cc1ccc([C@H]2[C@H](CO)N3C(=O)CN(C(=O)Nc4cccc(F)c4)C[C@@H]23)cc1	5[25 µM]
94	O=C(O)c1ccc2nc(-c3ccccc3)c(-c3ccccc3)nc2c1	11
95	COc1ccc(NC(=O)CN(C)C(=O)c2cc(CN3C(=O)c4ccccc4C3=O)ccc2OC)cc1	-1
96	Cc1cc(C(=O)OCC(=O)c2ccc(Br)s2)no1	-2
97	O=C(C1CCN(S(=O)(=O)c2cccs2)CC1)N(c1ccccn1)C1CCCCC1	15
98	CON1C(=O)C(=O)N(OC)C2CCCCC21 (stereo not given)	13
99	O=C(Nc1ccc(N2CCN(Cc3ccccc3)CC2)cc1)c1ncn[nH]1	0
100	O=C(O)CCn1cnc2ccccc2c1=O	0
101	COc1cc2c(cc1NS(=O)(=O)N1CCCC1)oc1ccccc12	19
102	COC(=O)CCC(=O)COc1ccccc1C#N	-23
103	O=C(CCc1nc2ccccc2[nH]1)N1CCc2ccccc2C1	1
104	CCCCCCOC(=O)c1ccc(N)cc1	-66
105	COc1cccc(/C=C2\SC(=S)N(NC(=O)c3ccncc3)C2=O)c1	8
106	COc1ccccc1OCCCCNC(C)(C)C	-5
107	COc1ccc(NC(=O)Nc2cc(F)ccc2C)cc1	-14
108	CO[C@@H]1CN(C)C(=O)c2cc(NC(=O)C3CCCC3)ccc2OC[C@@H](C)N(Cc2nccs2)C[C@H]1C	-5
109	COc1ccccc1C(=O)NCCC(=O)Nc1ccc(S(=O)(=O)N2CC(C)CC(C)C2)cc1 (stereo not given)	12
110	CN(C)C(=O)c1cccc(-c2ccc3c(c2)[C@H]2[C@H](CCN2C(=O)c2cnccn2)[C@H](CO)N3)c1	-2[25 µM]
111	COc1ccc2c(c1)CCc1c(C(=O)NCc3ccco3)noc1-2	-116
112	O=C(Cc1ccccc1)NCCCNC(=O)Cc1ccccc1	-20
113	CCc1nc(SCC(=O)O)c(C#N)c2c1CCCC2	17
114	CCCCn1c(N)c(N(CCOC)C(=O)CCC2CCCCC2)c(=O)[nH]c1=O	8
115	COc1ccc(NC(=O)c2ccccc2N(Cc2ccccc2)S(C)(=O)=O)cc1	0
116	CC1CCN(C(=O)c2ccc(S(=O)(=O)N3CCCC3)cc2)CC1	12
117	COCC1CCN(C(=O)c2ccc3oc(CCCc4ccccc4)nc3c2)C1 (stereo not given)	-78
118	COc1ccc2nc(SC(C)C(=O)NC3(C#N)CCCCC3)[nH]c2c1 (stereo not given)	-2

Entries listed so far that have fluorine, in the order listed:
item	structure	CD40 NFkB inh
6	CCN1CCc2nc3ccccc3c(C(=O)Nc3ccc(F)cc3)c2C1	5
42	O=C(c1ccccc1Cc1ccccc1)N1CCN(S(=O)(=O)c2ccccc2F)CC1	9
44	O=C(Nc1ccc(F)cc1F)c1cccc(S(=O)(=O)N2CCCCC2)c1	4
47	COc1ccc2c3c(n(C)c2c1)[C@H](CO)N(CC1CC1)CC31CCN(C(=O)c2cccc(F)c2)CC1	0[25 µM]
53	O=C(CCN1CCCCC1)N[C@@H]1CC[C@@H](CCn2cc(-c3cccc(F)c3)nn2)O[C@@H]1CO	11[25 µM]
56	CCCN(CC(=O)Nc1ccc(F)c(F)c1F)C(=O)CN1C(=O)NC2(CCCCC2)C1=O	-4
64	CN1CCN(c2ccc(NC(=O)CN3CCOCC3)cc2F)CC1	5
66	C[C@@H]1CCCCO[C@H](CN(C)CC2CCCCC2)[C@@H](C)CN([C@H](C)CO)C(=O)c2cc(NC(=O)Nc3ccc(C(F)(F)F)cc3)ccc2O1	18[25 µM]
73	CCCNC(=O)N1[C@@H]2CNC[C@H]1C2c1ccc(-c2ccccc2F)cc1 (stereo not given in full)	-6[25 µM]
74	COc1ccc(CNC(=O)C[C@@H]2C=C[C@H](NC(=O)c3cccc(F)c3)[C@H](CO)O2)cc1	6[25 µM]
79	N#C[C@@H]1[C@H](c2ccc(C#Cc3ccccc3F)cc2)[C@H](CO)N1C(=O)C1CCC1	-1
93	CCCC#Cc1ccc([C@H]2[C@H](CO)N3C(=O)CN(C(=O)Nc4cccc(F)c4)C[C@@H]23)cc1	5[25 µM]
107	COc1ccc(NC(=O)Nc2cc(F)ccc2C)cc1	-14
